Screening results (PubChem BioAssay)
KKLEB cytotox = CF airway cell cytotoxicity counter-screen. KKLEB CF airway cells viability, ATPlite luminescence, overnight; hits give low values; cells stimulated with P. aeruginosa culture filtrate. activity change (cytotoxicity), % at 5 µM. 360,000 compounds, 0.36% hits. AID 602141;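 active = corrected activity change at or below -50% at 5 µM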
iPSC survival up = hiPSC single-cell survival enhancement; ATPlite luminescence; 100% = ROCK inhibitor wells, 0% = DMSO; survival enhancement, % at 20 µM; 360,000 compounds, 0.044% hits; AID 602274; in the data active = survival enhancement above about 18%;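 also: cells exposed to compounds for 16 hours before the ATP read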
EBV LMP1 NFkB = Epstein-Barr LMP1 NF-kappaB reporter inhibition; LMP1-induced NF-kappaB luciferase reporter cells, luminescence; inhibition, % at 12.5 µM; 350,000 compounds, 0.69% hits; in the data active = inhibition above about 41%;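 also: 0% = neutral control wells and 100% = reference inhibitor control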
Shn3 inh set2 = reduces Shn3 3'UTR luciferase signal in osteoblasts | 360,000 compounds, 0.52% hits | inhibition, % at 12.5 µM | Clone20 osteoblast Shn3 3'UTR firefly luciferase, 24 h | AID 588674;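 active = mean inhibition of at least 75% with every replicate also reaching 75%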;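 also: 0% = median of neutral control wells and 100% = pilot-screen positive control compound; some compounds past the cut are filed as inactive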
Peg3 prom inh = reduces Peg3 promoter-driven luciferase expression in HeLa; HeLa PEG-Prom luciferase reporter, luminescence, overnight; AID 588405; inhibition, % at 20 µM; 360,000 compounds, 1.7% hits;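 active = inhibition of at least 50% at 20 µM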
HIF-2a block = inhibitors of HIF-2a; inhibition, % at 18.8 µM; 360,000 compounds, 0.72% hits; 786-0 RCC cells HIF-2a reporter, luciferase luminescence, overnight;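 active = inhibition of the luminescence signal of 40% or more relative to plate controls, in a single-dose primary screen at 18.75 µM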
NR2E3 ag-1 = human photoreceptor-specific nuclear receptor agonism. CHO-S Gal4-NCOR/VP16-NR2E3 two-hybrid, luciferase. inhibition of corepressor binding, % at 3.98 µM. 360,000 compounds, 0.35% hits. AID 602229;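 active = inhibition above the mean of all tested compounds plus 3 SD, cut at about 70% in these data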;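 also: 0% = DMSO with NR2E3 transfected cells and 100% = cells lacking NR2E3 construct; higher means lower luciferase signal from less NR2E3 corepressor binding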
Target sequence (Q9Y5X4 whole entry, looked up, the tested form may be a part): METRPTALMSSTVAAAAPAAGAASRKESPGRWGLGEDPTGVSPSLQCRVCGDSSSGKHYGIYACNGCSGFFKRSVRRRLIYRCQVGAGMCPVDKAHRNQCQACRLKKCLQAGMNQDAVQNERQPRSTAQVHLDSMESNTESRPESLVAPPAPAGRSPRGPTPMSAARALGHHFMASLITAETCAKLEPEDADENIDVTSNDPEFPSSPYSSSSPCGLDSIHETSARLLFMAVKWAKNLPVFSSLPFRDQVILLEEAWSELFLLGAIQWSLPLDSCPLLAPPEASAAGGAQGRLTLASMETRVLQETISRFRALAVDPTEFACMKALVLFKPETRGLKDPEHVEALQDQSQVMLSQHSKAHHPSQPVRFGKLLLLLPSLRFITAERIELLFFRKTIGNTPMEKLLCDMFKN
C8 TRAIL sens = sensitizes caspase-8 expressing cells to TRAIL. NB7+C8 cells + TRAIL, ATPlite viability luminescence. inhibition (viability loss, TRAIL sensitization), % at 10 µM. 360,000 compounds, 1% hits;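 active = compounds causing at least 50% loss of cell viability in the single-dose screen, relative to plate controls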
NR2E3 ag-2 = activates human photoreceptor nuclear receptor NR2E3; AID 2300; inhibition of corepressor binding, % at 4.78 µM; GST-NR2E3/biotin-RetCOR TR-FRET, 1536-well; 320,000 compounds, 0.12% hits;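 active = percent inhibition above the cutoff of mean plus 3 SD of all tested compounds, set per screening campaign, cut at about 20% in these data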;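 also: 0% = DMSO wells and 100% = biotin wells as full block of FRET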
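Material: NR2E3–RetCOR corepressor complex / Amount: 1.35 nM GST-NR2E3 / Medium: Tris pH 7.5 / Compound: single nominal compound dose of 4.8 µM / Incubation: 5 h at 4 °C / Technique: TR-FRET, Eu(K)-anti-GST donor, streptavidin-D2 acceptor, ex 340, em 617/671 nm / Read-out basis: percent loss of FRET ratio relative to control wells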
TRPM1 prom inh = inhibitors of MITF-driven TRPM1 promoter in melanoma cells. SK-MEL-5 TRPM1 promoter luciferase, 24 h. AID 488899. 330,000 compounds, 0.83% hits. inhibition, % at 12.5 µM;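 active = mean inhibition across replicates of 60% or more, whatever share of single replicates reaches that level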; also: values of inactives mirror those of a sister screen read the other way
CF NFkB inh = cystic fibrosis NF-kB activation inhibition. KKLEB NF-kB-GFP reporter, PAF-induced, GFP fluorescence overnight. inhibition, % at 5 µM. 360,000 compounds, 0.86% hits. AID 588850;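 active = at least 50% inhibition at 5 µM, scaled per plate between neutral and stimulator controls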;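 also: PAF is a Pseudomonas aeruginosa culture filtrate used as stimulus; plate controls were PAF-stimulated DMSO wells for no effect and unstimulated DMSO wells for full effect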
An asterisk follows results filed as active. Some of the compounds tested, so the mix of outcomes need not match the whole.

How did COc1cc2[nH]c(=S)n(Cc3cccs3)c(=O)c2cc1OC do in these assays?
KKLEB cytotox: -1; iPSC survival up: -0.1; EBV LMP1 NFkB: 0; Shn3 inh set2: -5; Peg3 prom inh: 14; HIF-2a block: 16; NR2E3 ag-1: -16; C8 TRAIL sens: -14; NR2E3 ag-2: -3; TRPM1 prom inh: -2; CF NFkB inh: 2

What do the screens show for `CCOc1ccccc1C(=O)Nc1ccc(S(=O)(=O)N2CCOCC2)cc1`?
KKLEB cytotox: -2; iPSC survival up: -3.2; EBV LMP1 NFkB: 2; Shn3 inh set2: 18; Peg3 prom inh: 3; HIF-2a block: 15; NR2E3 ag-1: 5; C8 TRAIL sens: 0; NR2E3 ag-2: -2; TRPM1 prom inh: -1; CF NFkB inh: 6

How did COc1ccc(NC2=CC(=S)NC(C)(C)C2)cc1 do in these assays?
KKLEB cytotox: -5; iPSC survival up: -0.6; EBV LMP1 NFkB: -5; Shn3 inh set2: -17; Peg3 prom inh: 4; HIF-2a block: 1; NR2E3 ag-1: -8; C8 TRAIL sens: -5; NR2E3 ag-2: 1; TRPM1 prom inh: -6; CF NFkB inh: -5

What do the screens show for `COCCCNC(=S)N/N=C/c1ccc(N(C)C)cc1Cl`?
KKLEB cytotox: 9; iPSC survival up: 2.2; EBV LMP1 NFkB: -2; Shn3 inh set2: -2; Peg3 prom inh: -48; HIF-2a block: -175; NR2E3 ag-1: -117; C8 TRAIL sens: 10; NR2E3 ag-2: -5; TRPM1 prom inh: -26; CF NFkB inh: 1

Results for CN1C(=O)/C(=C/c2cn(CC(=O)N3CCCCC3)c3ccccc23)NC1=S ?
KKLEB cytotox: -1; iPSC survival up: -0.1; EBV LMP1 NFkB: 1; Shn3 inh set2: 9; Peg3 prom inh: 9; HIF-2a block: 24; NR2E3 ag-1: -45; C8 TRAIL sens: -23; TRPM1 prom inh: 6; CF NFkB inh: 2

Results for CCOc1ccc(NS(=O)(=O)c2ccc(C(=O)NCCCN3CCCC3=O)cc2)cc1 ?
KKLEB cytotox: 0; iPSC survival up: 2.1; EBV LMP1 NFkB: 5; Shn3 inh set2: 19; Peg3 prom inh: 25; HIF-2a block: 15; NR2E3 ag-1: -7; C8 TRAIL sens: -15; NR2E3 ag-2: 1; TRPM1 prom inh: 15; CF NFkB inh: -2

Results for CSc1nc(S(C)(=O)=O)nc2[nH]c(=O)[nH]c12 ?
KKLEB cytotox: 26; iPSC survival up: 0.7; EBV LMP1 NFkB: 4; Shn3 inh set2: -6; Peg3 prom inh: 10; HIF-2a block: 5; NR2E3 ag-1: 16; C8 TRAIL sens: -7; TRPM1 prom inh: -7; CF NFkB inh: -4

Results for COc1ccc(S(=O)(=O)n2cnc3cc(C)c(C)cc32)cc1 ?
KKLEB cytotox: 8; iPSC survival up: -0.2; EBV LMP1 NFkB: 2; Shn3 inh set2: 10; Peg3 prom inh: 11; HIF-2a block: 7; NR2E3 ag-1: -10; C8 TRAIL sens: 13; NR2E3 ag-2: 0; TRPM1 prom inh: 2; CF NFkB inh: -4

How did NC(=O)C1CCN(c2nc(-c3ccccc3N)cs2)CC1 do in these assays?
KKLEB cytotox: 4; iPSC survival up: 6.1; EBV LMP1 NFkB: 7; Shn3 inh set2: -9; Peg3 prom inh: -15; HIF-2a block: -7; NR2E3 ag-1: -48; C8 TRAIL sens: -5; TRPM1 prom inh: 5; CF NFkB inh: -10

What do the screens show for `CCCCOP(=O)(OCCCC)C(O)c1ccc(N(C)C)cc1` (centres undefined)?
KKLEB cytotox: 1; iPSC survival up: -0.1; EBV LMP1 NFkB: -7; Shn3 inh set2: -4; Peg3 prom inh: 6; HIF-2a block: 10; NR2E3 ag-1: -22; C8 TRAIL sens: 2; NR2E3 ag-2: -1; TRPM1 prom inh: -2; CF NFkB inh: 0

How did Cc1ccc(C)c(OCCC(=O)OCC(=O)NC(=O)NC2CCCCC2)c1 do in these assays?
KKLEB cytotox: -9; iPSC survival up: 1.9; EBV LMP1 NFkB: 0; Shn3 inh set2: -11; Peg3 prom inh: 11; HIF-2a block: 9; NR2E3 ag-1: 0; C8 TRAIL sens: 5; TRPM1 prom inh: -2; CF NFkB inh: 16

Results for CC(C)CC(=O)NC(=S)Nc1ccc(N2CCCC2)c(Cl)c1 ?
KKLEB cytotox: -2; iPSC survival up: 0.3; EBV LMP1 NFkB: -4; Shn3 inh set2: -10; Peg3 prom inh: -40; HIF-2a block: -90; NR2E3 ag-1: -25; C8 TRAIL sens: 4; NR2E3 ag-2: -5; TRPM1 prom inh: -18; CF NFkB inh: 1

What do the screens show for `COc1ccccc1N1CCN(C(=O)c2ccc(Cl)c(S(=O)(=O)N3CCOCC3)c2)CC1`?
KKLEB cytotox: 7; iPSC survival up: -0.3; EBV LMP1 NFkB: 12; Shn3 inh set2: -7; Peg3 prom inh: 3; HIF-2a block: 6; NR2E3 ag-1: 7; C8 TRAIL sens: 13; NR2E3 ag-2: -1; TRPM1 prom inh: 12; CF NFkB inh: 2

What do the screens show for `COc1ccc(C2/C=C\CN(C(=O)OCc3ccccc3)CC(=O)N2Cc2ccc(F)cc2)cc1` (centres undefined)?
KKLEB cytotox: -10; iPSC survival up: 0.1; EBV LMP1 NFkB: 1; Shn3 inh set2: 4; Peg3 prom inh: 16; HIF-2a block: 1; NR2E3 ag-1: -8; C8 TRAIL sens: 12; NR2E3 ag-2: 3; TRPM1 prom inh: 2; CF NFkB inh: -19

Results for COc1ccc(-c2c(NC(C)=O)n(C)c3ccccc3c2=O)cc1 ?
KKLEB cytotox: 6; iPSC survival up: -2.1; EBV LMP1 NFkB: -6; Shn3 inh set2: 0; Peg3 prom inh: 2; HIF-2a block: 14; NR2E3 ag-1: -15; C8 TRAIL sens: 12; NR2E3 ag-2: -1; TRPM1 prom inh: -7; CF NFkB inh: -7

How did COCCn1c(C)cc(C(=O)COc2cccnc2[N+](=O)[O-])c1C do in these assays?
KKLEB cytotox: 9; iPSC survival up: 0.3; EBV LMP1 NFkB: 21; Shn3 inh set2: 11; Peg3 prom inh: 65*; HIF-2a block: 51*; NR2E3 ag-1: 28; C8 TRAIL sens: -4; NR2E3 ag-2: -2; TRPM1 prom inh: 13; CF NFkB inh: -3

Results for CCc1cc(Cn2nc(-c3ccccc3)cc2C(=O)NCC2CC2)on1 ?
KKLEB cytotox: -11; iPSC survival up: -1.3; EBV LMP1 NFkB: 7; Shn3 inh set2: 9; Peg3 prom inh: -6; HIF-2a block: 17; NR2E3 ag-1: -9; C8 TRAIL sens: -5; NR2E3 ag-2: -1; TRPM1 prom inh: 2; CF NFkB inh: 5

How did Cc1snnc1C(=O)NC(=S)Nc1ccccc1 do in these assays?
KKLEB cytotox: 16; iPSC survival up: -0.4; EBV LMP1 NFkB: -3; Peg3 prom inh: -12; HIF-2a block: -34; NR2E3 ag-1: -56; C8 TRAIL sens: 3; NR2E3 ag-2: 1; TRPM1 prom inh: 5; CF NFkB inh: -14

How did CCC(c1nnc(SCC(=O)Nc2ccc(N3CCOCC3)cc2)n1Cc1ccccc1)N(C)C (centres undefined) do in these assays?
KKLEB cytotox: 4; iPSC survival up: -0.3; EBV LMP1 NFkB: -8; Shn3 inh set2: -1; Peg3 prom inh: 1; HIF-2a block: -5; NR2E3 ag-1: 27; C8 TRAIL sens: 5; NR2E3 ag-2: 0; TRPM1 prom inh: -1; CF NFkB inh: -9

What do the screens show for `CSCC[C@@H](C(=O)NCCCCCCCCCCC(=O)N1CCNCC1)n1cc(CCO)nn1`?
KKLEB cytotox: 6; iPSC survival up: 9.3; EBV LMP1 NFkB: 0; Shn3 inh set2: 3; Peg3 prom inh: -6; HIF-2a block: 6; NR2E3 ag-1: -4; C8 TRAIL sens: -13; NR2E3 ag-2: 4; TRPM1 prom inh: -8; CF NFkB inh: 3

Results for Cc1cccc(NC(=O)COC(=O)c2ccc(S(=O)(=O)N3CCCCCC3)cc2)c1 ?
KKLEB cytotox: 8; iPSC survival up: 0.5; EBV LMP1 NFkB: -10; Shn3 inh set2: 1; Peg3 prom inh: 3; HIF-2a block: 13; NR2E3 ag-1: -2; C8 TRAIL sens: -6; TRPM1 prom inh: 6; CF NFkB inh: -27

What do the screens show for `CC(=O)N1CCc2ccc(S(=O)(=O)N3CCc4ccccc43)cc21`?
KKLEB cytotox: 14; iPSC survival up: 0.7; EBV LMP1 NFkB: 11; Shn3 inh set2: 48; Peg3 prom inh: 26; HIF-2a block: 18; NR2E3 ag-1: 6; C8 TRAIL sens: 2; NR2E3 ag-2: 4; TRPM1 prom inh: -3; CF NFkB inh: 9

How did Cc1ccc(S(=O)(=O)N2CCCOC2CNC(=O)C(=O)NCc2ccco2)cc1 (centres undefined) do in these assays?
KKLEB cytotox: 16; iPSC survival up: 3.3; EBV LMP1 NFkB: 4; Shn3 inh set2: -11; Peg3 prom inh: -4; HIF-2a block: 25; NR2E3 ag-1: -10; C8 TRAIL sens: 11; NR2E3 ag-2: 0; TRPM1 prom inh: -2; CF NFkB inh: -13

What do the screens show for `O=C(C1CCN(Cc2nc(Cc3cccc(F)c3)no2)CC1)N1CCOCC1`?
KKLEB cytotox: 9; iPSC survival up: 2.3; EBV LMP1 NFkB: 3; Shn3 inh set2: -4; Peg3 prom inh: -6; HIF-2a block: 12; NR2E3 ag-1: -37; C8 TRAIL sens: 8; NR2E3 ag-2: 0; TRPM1 prom inh: 5; CF NFkB inh: 22

How did COc1cccc(Sc2ccccc2/C=N/NC(N)=O)c1 do in these assays?
KKLEB cytotox: -16; iPSC survival up: -0.7; EBV LMP1 NFkB: -3; Shn3 inh set2: 15; Peg3 prom inh: 22; HIF-2a block: 14; NR2E3 ag-1: -35; C8 TRAIL sens: -39; NR2E3 ag-2: 4; TRPM1 prom inh: 13; CF NFkB inh: 19

Results for CCc1cccc(CC)c1NC(=S)N1CCn2cccc2C1c1cccnc1 (centres undefined) ?
KKLEB cytotox: -10; iPSC survival up: 0.0; EBV LMP1 NFkB: -2; Shn3 inh set2: -28; Peg3 prom inh: -20; HIF-2a block: 17; NR2E3 ag-1: -4; C8 TRAIL sens: -7; NR2E3 ag-2: 0; TRPM1 prom inh: -6; CF NFkB inh: 9

How did Cc1ccc(CN2CCSc3ccc(C(=O)NCc4cccnc4)cc32)cc1 do in these assays?
KKLEB cytotox: -8; iPSC survival up: -1.0; EBV LMP1 NFkB: -6; Shn3 inh set2: 15; Peg3 prom inh: 24; HIF-2a block: 15; NR2E3 ag-1: -28; C8 TRAIL sens: -4; NR2E3 ag-2: 3; TRPM1 prom inh: 0; CF NFkB inh: 7

Results for NC(=O)NC(=O)CN1C(=O)NC(c2ccccc2)(c2ccccc2)C1=O ?
KKLEB cytotox: 9; iPSC survival up: 0.8; EBV LMP1 NFkB: -4; Shn3 inh set2: -14; Peg3 prom inh: 18; HIF-2a block: 3; NR2E3 ag-1: -32; C8 TRAIL sens: -12; NR2E3 ag-2: 4; TRPM1 prom inh: 2; CF NFkB inh: 6
